Source: PubChem (Broad Institute)
SIRT5 inh = SIRT5 desuccinylase inhibitors, primary screen, biochemical, fluorescence imaging, single point, set 5; NAD-dependent protein deacylase sirtuin-5, mitochondrial (Homo sapiens), Q9NXA8; inhibition, % at 15 µM; Purified SirT5, succinyl-peptide AMC, trypsin-coupled fluorescence; 330,000 compounds, 1.1% hits; in the data active = inhibition above about 15%
Target sequence (Q9NXA8 whole entry, looked up): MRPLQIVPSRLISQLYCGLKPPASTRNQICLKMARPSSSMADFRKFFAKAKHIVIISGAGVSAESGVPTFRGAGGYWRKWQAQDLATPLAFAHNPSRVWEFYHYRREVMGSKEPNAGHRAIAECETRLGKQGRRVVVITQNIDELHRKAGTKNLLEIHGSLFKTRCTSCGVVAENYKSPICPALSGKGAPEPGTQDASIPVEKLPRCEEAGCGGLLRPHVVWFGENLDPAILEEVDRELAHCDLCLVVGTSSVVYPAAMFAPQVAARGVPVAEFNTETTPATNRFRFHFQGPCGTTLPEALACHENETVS
S100A4 inh HTS = inhibitors of S100A4-myosin IIA peptide binding, primary screen, biochemical, fluorescence polarization, TAMRA-MyoIIA peptide; Protein S100-A4 (Homo sapiens), P26447; inhibition, % at 10.7 µM; 360,000 compounds, 0.14% hits; AID 652163, 2013;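 active = mean inhibition of at least 70% across replicates, with every replicate also reaching that level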
Target sequence (P26447 whole entry, looked up): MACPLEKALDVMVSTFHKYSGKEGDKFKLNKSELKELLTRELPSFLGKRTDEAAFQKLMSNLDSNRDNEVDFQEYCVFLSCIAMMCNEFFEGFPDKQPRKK
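incubation = readout 5 min after mixing, signal stable up to 60 min | system = S100A4 monomer protein | buffer or medium = HEPES pH 7.2 with CaCl2, KCl, NaCl, DTT, Triton | benchmarks = neutral control DMSO, positive control TFP | also added = fluorescent myosin IIA peptide, 5 nM | compound dosing = one concentration per compound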
FN deposition inh = inhibitors of fibronectin matrix deposition, primary screen, AH1F cells, Alexa488-fibronectin fluorescence, plate reader; AH1F fibroblasts, overnight; inhibition, % at 12.6 µM; 350,000 compounds, 0.086% hits;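 active = mean inhibition across replicates of 30% or more, regardless of how many single replicates reach that level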;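 also: positive control wells lacked labelled fibronectin entirely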
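Material: AH1F fibroblast monolayer depositing Alexa488-labelled fibronectin into matrix / Amount: 10000 AH1F cells per well / Signal: fluorescence 485/525 nm / Medium: DMEM, 2% serum / Compound: single dose, pinned / Incubation: 1 h cell adhesion before compound, then overnight fibronectin incubation / Reagent: Alexa488-FN, 24 nM final / Read-out: inhibition of fibronectin deposition signal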
LGR2 antag = inhibitors of bursicon-induced LGR2 CRE-luciferase signal, primary screen, cell-based, HEK293, CRE-luciferase reporter, bursicon stimulation; bursicon-stimulated, 4 h; inhibition, % at 9.99 µM; 380,000 compounds, 0.35% hits;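 active = drop in luminescence signal, shown as inhibition above about 50% in the replicate tests, limit read from the data, passing the limit was not always enough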;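 also: agonist challenge used bursicon conditioned medium at about half maximal strength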
CASP6 VEID inh = human caspase-6 inhibitors, primary screen, biochemical, VEID-R110 fluorescence, single point, set 2. P55212. purified caspase-6, Z-VEID-R110 cleavage fluorescence. inhibition, % at 12.5 µM. 350,000 compounds, 0.53% hits. AID 686996, 2013;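 active = mean inhibition across replicates at least about 35%, with every replicate also reaching that limit, limit read from the data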;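 also: 0% = median of neutral control wells and 100% = no fluorescence left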
Target sequence (P55212 24-179 limits assumed): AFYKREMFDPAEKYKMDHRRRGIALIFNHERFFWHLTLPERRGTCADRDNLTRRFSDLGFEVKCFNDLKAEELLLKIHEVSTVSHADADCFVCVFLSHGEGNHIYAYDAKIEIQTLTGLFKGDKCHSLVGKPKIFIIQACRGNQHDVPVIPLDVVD
Target sequence (P55212 194-293 limits assumed): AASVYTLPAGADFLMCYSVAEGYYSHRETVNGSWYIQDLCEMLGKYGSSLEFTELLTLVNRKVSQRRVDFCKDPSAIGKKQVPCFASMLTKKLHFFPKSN
Statin myotox sup = suppressors of statin myotoxicity in C2C12 myotubes, primary screen, cell-based, single point, plate reader. C2C12 myotubes + simvastatin, ATP luminescence, 48 h; scaled: DMSO 0, geranylgeraniol control 100. rescue of ATP level, % at 7.49 µM. 330,000 compounds, 0.78% hits. AID 602340, 2012;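 active = mean ATP rescue above about 67%, or every replicate alone reaching that limit, limit read from the data, passing the limit was not always enough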;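 also: myotubes were challenged with 10 µM simvastatin during compound exposure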
esBAF inh = Bmi1 luciferase reporter increase in mESCs, primary screen, esBAF inhibitor project, mouse ES cells, Bmi1 luciferase knock-in, single point | 350,000 compounds, 2% hits | reporter increase, % at 12.5 µM | 24 h; 100% = twice the neutral-well signal; in the data active = activation above about 40%;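 also: 0% = median of the plate's neutral control wells and 100% = double that signal; a rise in the Bmi1 reporter signal indicates esBAF inhibition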
Starred values were filed as active, the others as inactive; nt = no result given; & = joins results of further samples. Only part of the results is shown; rates above refer to the full screens.

Order of results – Statin myotox sup, SIRT5 inh, S100A4 inh HTS, FN deposition inh, CASP6 VEID inh, esBAF inh, LGR2 antag
> COc1ccccc1OC(C)C(=O)N1CCN(Cc2ccc3c(c2)OCO3)CC1 (stereo not drawn)
→ -163, -2, -15, 0, -1, -7, 13
> O=S1(=O)C[C@@H](N2CCC[C@@H]2CO)[C@H](COCc2ccccc2)N1
→ 3, -1, -4, nt, 5, -3, -13
> Brc1cccc(CNc2nc3ccccc3n2CCN2CCOCC2)c1
→ nt, -1, -3, 5, -1, nt, -12
> CCOc1ccc(C(=O)N2CCN(c3cnn(-c4ccccc4)c(=O)c3Cl)CC2)cc1
→ nt, -1, -1, 3, 3, nt, nt
> CCN(CC)S(=O)(=O)c1ccc(Cl)c(C(=O)Nc2nnc(C)s2)c1
→ -3, nt, nt, 0, nt, -6, nt
> COc1ccc(C2=Nc3ccccc3NC(=O)C2N(CCc2cc(OC)cc(OC)c2)C(C)=O)cc1 (stereo not drawn)
→ 4, -4, 6, -7, 1, 5, -14
> CCCNC(=O)C[C@H]1C[C@H]2c3cc(NC(=O)Nc4ccccc4F)ccc3O[C@H]2[C@@H](CO)O1
→ 4, nt, 3, -8, 0, -3, -1
> COc1ccccc1CN1[C@@H]2CN(C(=O)C3CCOCC3)c3ccccc3[C@@H]2[C@@H]1CO
→ 9, 9, 6, 13, 3, -6, -7
> COCC(=O)N(C)C[C@H]1Oc2ncc(C#Cc3ccc(OC)cc3)cc2C(=O)N([C@H](C)CO)C[C@H]1C
→ 11, 1, -10, nt, -1, 1, -10
> CCCNC(=O)N1[C@H](CO)[C@@H](c2ccccc2)C12CN(CCC(F)(F)F)C2
→ nt, 10, 18, 1, nt, nt, 5
> COCC(=O)Nc1ccc2c(c1)C(=O)N(C)C[C@@H](OC)[C@@H](C)CN(Cc1cccc(F)c1)[C@@H](C)CO2
→ -3, 3, 0, 2, 2, -7, 17
> Cc1cc(C)nc(NCc2ccc(Cl)cc2)n1
→ 1, -3, 1, 7, 4, -8, -1
> Cc1ccc(C2C(C#N)=C(N)Oc3c2oc(CO)cc3=O)o1 (stereo not drawn)
→ -3, nt, nt, -6, nt, 1, nt
> CC(=O)c1c(C(C)=O)c(C)n(-c2nc(-c3ccc(C)c(C)c3)c(C)s2)c1C
→ 12, nt, nt, 3, nt, -12, nt
> CCNC(=O)C[C@H]1C=C[C@H](NS(=O)(=O)c2ccc(C)cc2)[C@@H](CO)O1
→ 3, -1, 13, -7, -1, 4, 0
> CN(C)c1ncc(S(=O)(=O)c2ccccc2)c(=O)[nH]1
→ 2, 0, -4, -2, -1, -1, 6
> CCOc1ccc(NC(=O)c2ccc(CNc3c(NC4CCCCC4)c(=O)c3=O)cc2)cc1
→ -3, 2, 12, 33*, -1, 1, 23
> CC(C)NC(=O)Nc1cccc2c1O[C@H](CN(C)S(C)(=O)=O)[C@H](C)CN([C@H](C)CO)C2=O
→ -14, -1, 5, -1, 0, 0, -2
> FC(F)(F)c1cccc(N2CCN(Cc3ccoc3)CC2)c1
→ nt, 0, -1, nt, 0, nt, -22
> CCOC(=O)c1ccc(NC(=O)CCc2nc(-c3ccc(C)cc3)no2)cc1
→ -2, nt, nt, 1, nt, 18, nt
> Cc1cc(C)c(NC(=O)COC(=O)C23CC4CC(CC(O)(C4)C2)C3)c(Cl)c1
→ -7, -2, -1, -5, 4, 4, -12
> Cc1ccccc1NC(=O)Nc1ccc2c(c1)C(=O)N(C)[C@H]1CC[C@H](CC(=O)NCC3CC3)O[C@H]1CO2
→ 24, -3, -3, -7, 1, 1, 5
> CS(=O)(=O)N(CC(=O)NCCSC1CCCCC1)c1cccc(F)c1
→ nt, 7, -3, 3, 2, nt, 3
> CCOc1cc2[nH]c(=O)n(CCCN3CCN(c4ccc(OC)cc4)CC3)c(=O)c2cc1OCC
→ -8, -2, -2, -3, 5, -1, -13
> COc1cc(OC)cc(-c2c(-c3cccs3)c3cc(-c4ccc(C(N)=O)cc4)ccc3n2C)c1
→ 0, nt, nt, -16, nt, 2, -27
> CC1(C)OC(=O)C2=C(CC(CCc3ccccc3)OC2CCc2ccccc2)O1 (stereo not drawn)
→ nt, -3, 7, 1, -1, nt, 4
> Cc1noc(C)c1NC(=O)N(C)C[C@H]1OCCCC[C@H](C)Oc2ccc(NC(=O)Nc3ccc4c(c3)OCO4)cc2C(=O)N([C@H](C)CO)C[C@@H]1C
→ 1, -5, 4, nt, 0, 1, 7
> O=C(NCc1ccc2c(c1)OCO2)C(=O)NCC1OCCN1S(=O)(=O)c1ccc(F)cc1 (stereo not drawn)
→ nt, -3, -1, 1, 3, nt, -6
> CS(=O)(=O)c1ccc(Nc2nc(C(N)CCc3ccccc3)cs2)cc1 (stereo not drawn)
→ -10, -2, -7, 7, -3, 4, 16
> CCCNC(=O)N1C[C@@H](C)[C@@H](OC)CN(C)C(=O)c2cc(NC(=O)C3CCC3)ccc2OC[C@@H]1C
→ 11, nt, nt, 8, nt, -6, 8
> O=c1ccc(NS(=O)(=O)c2ccc(Cl)cc2)cn1Cc1ccc(Cl)c(Cl)c1
→ 10, nt, nt, -4, nt, -6, nt
> COc1cccc(-c2nc(-c3cccc(C)c3)nc3cc(Cl)ccc23)c1
→ nt, nt, -2, 1, 1, nt, -41
> CC(C)CN(C[C@H]1N[C@H](CO)[C@@H]1c1ccccc1)C(=O)C1CCCCC1
→ nt, 22*, -26, -4, 1, nt, 6
> O=C(NC1CCCCC1)C1c2ccccc2OCC(=O)N1CCCN1CCOCC1 (stereo not drawn)
→ nt, -5, 4, -1, -3, nt, 4
> C[C@@H]1CN([C@H](C)CO)S(=O)(=O)c2ccc(-c3cccc(C#N)c3)cc2O[C@@H]1CN(C)CC1CC1
→ -6, 0, -12, nt, 1, -1, -10
> Nc1nc2ccc(O)cc2s1
→ -2, nt, nt, -2, nt, -9, nt
> C[C@@H]1CN([C@@H](C)CO)C(=O)c2cccc(NC(=O)CCCCCC(=O)Nc3ccccc3N)c2O[C@@H]1CN(C)C(=O)Nc1ccc2c(c1)OCO2
→ nt, -4, -1, -14, 1, nt, -14
> Cc1ccc(NC(=O)Nc2cc(S(=O)(=O)N(C)C)ccc2C)cc1
→ nt, -1, -3, -33, 4, nt, -42
> Cc1nn(CC(=O)NCCc2cccs2)c(=O)c2nn(-c3ccccc3)c(C)c12
→ 3, -5, -17, 2, 1, -1, -6
> Cc1ccc(CNC(=O)C2CC(c3ccccc3[N+](=O)[O-])=NO2)o1 (stereo not drawn)
→ 6, nt, 3, 8, -1, 17, 0
> CC(C)CC#Cc1cnc2c(c1)C(=O)N([C@H](C)CO)C[C@H](C)[C@H](CN(C)Cc1ccccc1F)O2
→ 29, 1, 2, -7, -1, 5, -4
> O=C(OC1CCOC1=O)c1cc(-c2ccc(Br)cc2)nc2ccccc12 (stereo not drawn)
→ 11, nt, nt, -5, nt, -2, nt
> O=C(C[C@@H]1CC[C@@H]2[C@H](COC[C@H](O)CN2S(=O)(=O)c2ccc(Cl)cc2)O1)N[C@@H]1CCN(Cc2ccccc2)C1
→ -10, -7, 4, -5, 2, -4, -8
> Fc1cccc(Cl)c1-c1nnc2ccc3ccccc3n12
→ nt, 0, -1, nt, 6, nt, -29
> O=C(NCCc1nc2ccccc2[nH]1)c1ccc(Cl)c([N+](=O)[O-])c1
→ nt, -7, -7, 0, 1, nt, nt
> c1ccc(-c2[nH]ncc2CN2CCN(Cc3ccc4c(c3)OCO4)CC2)cc1
→ -4, -2, 3, -4, 3, -2, 3
> COc1ccc(NCc2nc3ccccc3n2CCOc2ccccc2)cc1
→ 3, nt, nt, -3, nt, 0, nt
> COC(=O)c1c(-c2ccc(F)cc2)noc1N
→ -14, -4, -26, nt, 0, -1, 3
> N#C/C(C(=O)NCc1ccccc1)=C1/N=C(NC(=O)c2cccs2)c2ccccc21
→ nt, 0, -3, 2, 2, nt, nt
> CCOC(=O)c1ccc(NC(=O)c2c(NC(=O)CCC(=O)O)sc3c2CCCCC3)cc1
→ nt, 1, -4, nt, 17, nt, -23
> C[C@H](CO)N1C[C@H](C)[C@@H](CN(C)C(=O)Nc2ccc3c(c2)OCO3)Oc2ncc(-c3cccnc3)cc2C1=O
→ 0, 3, -2, -2, -2, 17, 3
> CN1C[C@@H]2[C@H](c3ccccc31)[C@H](CO)N2S(=O)(=O)c1ccccc1
→ -16, 3, 6, -4, 2, -8, -14
> CSc1n[nH]c(NCc2ccc(Cl)cc2)n1
→ 5, nt, nt, -21, nt, 16, nt
> O=C(NCCc1ccccc1)C(=O)NCC1OCCN1S(=O)(=O)c1ccc(Br)cc1 (stereo not drawn)
→ -4, -3, 1, 1, 4, 3, -4
> CN1CCN(Cc2c(O)c(Cl)cc3c(-c4ccccc4)cc(=O)oc23)CC1
→ -2, nt, nt, 2, nt, 0, nt
> CCN(CC)CC(=O)Nc1c(C)cccc1C
→ 3&-1&-3, -3&-3&-2, -9&-6&1, -4&-4&4, -1&4&4, -1&1&4, -29
> C[C@H](CO)N1C[C@H](C)[C@H](CN(C)C(=O)Nc2cccc3ccccc23)OCCCC[C@H](C)Oc2ccc(NS(=O)(=O)c3cccs3)cc2C1=O
→ 34, -1, 9, nt, 1, -6, 14
> C[C@@H]1CN([C@H](C)CO)C(=O)c2cc(NC(=O)C3CC3)ccc2O[C@@H]1CN(C)Cc1ccc(C(F)(F)F)cc1
→ 26, -4, 6, nt, 2, 0, -4
> CC1CCC(C(C)C)C(OC(=O)CSc2nccc(=O)[nH]2)C1 (stereo not drawn)
→ 10, nt, nt, -1, nt, 10, nt
> CN(C)CCC(=O)c1ccc(Cl)cc1
→ -1, nt, nt, nt, nt, 3, 5

Later entries:
Order of results – Statin myotox sup, SIRT5 inh, S100A4 inh HTS, FN deposition inh, CASP6 VEID inh, esBAF inh, LGR2 antag
> CC(=O)Nc1ccc(C(=O)COC(=O)c2cc(C)oc2C)c(F)c1
→ 11, 7, -23, -4, 2, -3, -16
> O=C(COC(=O)c1ccc[n+]([O-])c1)Nc1ccc(Cl)cc1[N+](=O)[O-]
→ -15, 1, -20, 1, 2, -1, 1
> C=CCOC(=O)C1=C[C@H](c2ccc(Br)cc2)C[C@H](OCc2ccc(CO)cc2)O1
→ 11, -2, 7, -14, -2, -8, -11
> Cc1ccc(CC(=O)O/N=C(\N)c2ccccn2)cc1
→ 1, -3, -2, 9, 3, 15, -47

In another format: entries from further up.
| compound | Statin myotox sup | SIRT5 inh | S100A4 inh HTS | FN deposition inh | CASP6 VEID inh | esBAF inh | LGR2 antag |
| --- | --- | --- | --- | --- | --- | --- | --- |
| O=C(COC(=O)c1ccc[n+]([O-])c1)Nc1ccc(Cl)cc1[N+](=O)[O-] | -15 | 1 | -20 | 1 | 2 | -1 | 1 |
| C=CCOC(=O)C1=C[C@H](c2ccc(Br)cc2)C[C@H](OCc2ccc(CO)cc2)O1 | 11 | -2 | 7 | -14 | -2 | -8 | -11 |
| Cc1ccc(CC(=O)O/N=C(\N)c2ccccn2)cc1 | 1 | -3 | -2 | 9 | 3 | 15 | -47 |
